APJ ag: activates the human apelin receptor APJ; P35414; CHO-K1 APJ PathHunter beta-arrestin, luminescence; 0% DMSO wells, 100% apelin; 330,000 compounds, 0.11% hits; activation, % at 20 µM;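 active means activation more than six SD over the plate average, tested at 20 µM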;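 further: 0% = DMSO alone and 100% = apelin-13 at 10 nM; some results filed as inactive read as strong as hits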
Target sequence (P35414 whole entry, looked up): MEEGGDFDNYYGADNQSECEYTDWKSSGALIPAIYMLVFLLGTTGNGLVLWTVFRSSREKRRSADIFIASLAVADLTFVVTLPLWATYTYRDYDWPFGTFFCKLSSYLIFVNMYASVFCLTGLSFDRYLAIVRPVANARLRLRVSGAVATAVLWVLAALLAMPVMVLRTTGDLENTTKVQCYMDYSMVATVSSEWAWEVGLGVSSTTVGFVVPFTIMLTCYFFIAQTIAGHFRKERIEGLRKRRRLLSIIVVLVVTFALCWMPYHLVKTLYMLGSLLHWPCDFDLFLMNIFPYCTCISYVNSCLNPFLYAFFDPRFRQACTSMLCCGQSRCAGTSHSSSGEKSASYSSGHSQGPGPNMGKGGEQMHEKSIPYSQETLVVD
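system = engineered CHO-K1 APJ arrestin reporter cells | input = 1000 cells per well | timing = overnight seeding, 90 min compound at 25 °C, 1 h detection | measured by = enzyme-fragment complementation luminescence | read-out = beta-arrestin recruitment to APJ as agonist activity, luminescent signal | control set = negative DMSO alone, positive Apelin-13 at 10 nM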
NR3A LBD binder: NR3A (human) ligand-binding domain modulation | NR3A LBD differential scanning fluorimetry, Tm shift; 0% = protein alone, 100% = glycine-bound protein | Tm shift relative to glycine control, % at 25 µM | 340,000 compounds, 2.5% hits | AID 1259313;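 active means melting temperature shift of at least 10% of the positive control shift, at one fixed dose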
XBP1 UPR activ: adaptive UPR (XBP1) activation; CHO-XBP1 luciferase reporter, IRE1-XBP1 UPR activation, luminescence; percent of tunicamycin response, DMSO as zero; activation, % at 20 µM; 330,000 compounds, 0.33% hits;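 active means versus positive control, 20 µM dose yields 30% or more activation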;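 further: 100% = tunicamycin at 10 µg/mL and 0% = DMSO only wells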
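Material: IRE1-XBP1 luciferase reporter CHO line / Quantity: one thousand reporter cells per well / Buffer or medium: F12 with 10% serum / Compound: 20 µM single concentration, DMSO 1% / Times: 6 h treatment, 37 °C / Detection: Steady-Glo luciferase glow luminescence, 10 min after reagent addition / Benchmarks: tunicamycin high, DMSO low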
Mdm2-MdmX inh: disrupts the human Mdm2-MdmX interaction; O15151+Q00987; SaOS-2 split-luciferase Mdm2/MdmX complementation, luminescence; inhibition, % at 8 µM; 330,000 compounds, 3% hits; AID 485346;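 active means inhibition of at least 50% at 8 µM in the primary screen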
TIM10 inh: growth inhibitors of TIM10 yeast strain. S. cerevisiae TIM10 strain growth, BacTiter-Glo luminescence, 24 h. inhibition, % at 10 µM. 330,000 compounds, 1.4% hits. AID 463195;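 active means inhibition of 40% or more at the single tested concentration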;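 further: wild-type TIM10 isogenic control strain grown at permissive 25 °C; 0% = DMSO yeast wells and 100% = minimal medium wells without yeast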
tim23-1 inh: inhibits growth of tim23-1 mutant yeast | 330,000 compounds, 1.3% hits | AID 463212 | S. cerevisiae tim23-1 growth, BacTiter-Glo luminescence, 24 h | inhibition, % at 20 µM;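 active means growth inhibition of the mutant yeast at or above 50%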;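 further: temperature-sensitive mutant grown at 25 °C; plate controls were DMSO-treated mutant yeast for no effect and medium wells lacking yeast for full effect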
UPR CHOP act: activators of apoptotic arm of unfolded protein response (CHOP). activation, % at 10 µM. 330,000 compounds, 0.34% hits. AID 449763. CHO-CHOP luciferase reporter, UPR activation, luminescence; percent of tunicamycin response over DMSO baseline;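 active means at 10 µM dose, activation of 40% or more, normalized to positive control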;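 further: 100% = tunicamycin at 10 µg/mL and 0% = DMSO alone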
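assay system = CHO CHOP reporter cells | amount = 500 CHO-CHOP cells per well | buffer or medium = F12 with 10% FBS | incubation = 16-18 h cell attachment, then 6 h compound exposure, 37 °C | detection = luminescence read with Steady-Glo | read-out = percent activation relative to tunicamycin control | controls = tunicamycin high control, DMSO low control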
tim10-1 inh: tim10-1 yeast growth inhibition; S. cerevisiae tim10-1 ts strain growth, BacTiter-Glo, 24 h; inhibition, % at 20 µM; 330,000 compounds, 2.2% hits; AID 463190;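 active means inhibition of at least 40%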;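 further: mutant grown at 25 °C; 0% = DMSO wells with yeast and 100% = wells holding no yeast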
NALP3 yeast inh: inhibitors of NALP3 inflammasome in yeast | 330,000 compounds, 0.39% hits | inhibition, % at 10 µM | Yeast reconstituted NLRP3/ASC/caspase-1, beta-gal luminescence, 24 h;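 active means inhibition of 50% or more; inactive means inhibition below 50%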;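 further: plate controls were induced DMSO wells for no effect and uninduced yeast grown without galactose for full effect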
Active calls of the source: *; . = no result given.

[1] O=C1c2cccc(Cl)c2C(=O)c2c1cccc2N1CCCC1
[2] COc1cc(/C=C\C(=O)OCn2nnc3ccccc3c2=O)cc(OC)c1OC
[3] CC(/C=C/c1ccc2c(c1)OCO2)=N\NC(=O)C(O)c1ccccc1 (stereo unspecified)
[4] O=C1N(c2cccc3ccccc23)C(c2ccccc2)N2CCCN12 (stereo unspecified)
[5] CC(C)(C)OC(=O)N1CCN(C(=O)c2[nH]cnc2C(=O)NCc2ccccc2)CC1
[6] Cc1ccc(S(=O)(=O)Nc2ccc3c(c2)C(=O)N([C@H](C)CO)C[C@@H](C)[C@@H](CN(C)C(=O)Nc2cccc4ccccc24)O3)cc1
[7] COCCCNC(=O)C[C@H]1C[C@H](C(=O)N2CCOCC2)[C@@]2(C)c3[nH]c4ccc(Cl)cc4c3CCN2C1=O
[8] O=C(O)c1oc2ccccc2c1-n1cccc1
[9] COC(=O)C1C(=O)N2CCCSC2=C(C#N)C1c1cccs1 (stereo unspecified)
[10] COc1ccc(S(=O)(=O)N2CCN(c3ncccn3)CC2)cc1[N+](=O)[O-]
entry no.	1	2	3	4	5	6	7	8	9	10
APJ ag	-2	-3	-1	-2	1	-1	.	4	-3	0
NR3A LBD binder	4	1	-1	-3	1	-4	-1	0	-3	3
XBP1 UPR activ	-3	3	-4	-4	-1	-4	2	-1	1	0
Mdm2-MdmX inh	11	40	9	8	15	11	15	12	-2	-5
TIM10 inh	38	15	10	14	-5	8	11	-13	19	21
tim23-1 inh	42	28	18	18	5	1	30	7	18	24
UPR CHOP act	-1.6	-0.7	4.1	-0.1	-0.7	-1.6	0.9	-2.7	-1.1	0.8
tim10-1 inh	53*	32	11	7	3	2	-5	19	17	20
NALP3 yeast inh	27	9	16	-2	18	0	.	16	14	22

Complete entries, looked up by structure. Values in the order: APJ ag, NR3A LBD binder, XBP1 UPR activ, Mdm2-MdmX inh, TIM10 inh, tim23-1 inh, UPR CHOP act, tim10-1 inh, NALP3 yeast inh
Shown for COCCCNC(=O)C[C@H]1C[C@H](C(=O)N2CCOCC2)[C@@]2(C)c3[nH]c4ccc(Cl)cc4c3CCN2C1=O → ., -1, 2, 15, 11, 30, 0.9, -5, .
Shown for O=C1N(c2cccc3ccccc23)C(c2ccccc2)N2CCCN12 (stereo unspecified) → -2, -3, -4, 8, 14, 18, -0.1, 7, -2
Shown for CC(C)(C)OC(=O)N1CCN(C(=O)c2[nH]cnc2C(=O)NCc2ccccc2)CC1 → 1, 1, -1, 15, -5, 5, -0.7, 3, 18

Continued:
[11] COc1ccccc1Nc1nc(NCCCN(C)C)nc(N)c1[N+](=O)[O-]
[12] O=c1c2cc(NC(=S)N3CCCCC3)ccc2nc2n1CCCCC2
[13] O=C(NC(Cc1ccccc1)C(=O)O)C1CCN(S(=O)(=O)c2ccccc2C(F)(F)F)CC1 (stereo unspecified)
[14] CC(=O)Nc1ccc(-n2c(C)ccc2C)cc1
[15] CC1CCCC(C)N1C(=O)CSc1nc2ncnc(N)c2[nH]1 (stereo unspecified)
[16] COc1ccc(Cc2nnc(NC(=O)Nc3cccc(OC)c3)s2)cc1
[17] CCCc1nnc(NC(=O)CCC(=O)NC2CCCc3ccccc32)s1 (stereo unspecified)
[18] Cc1ccc(SCCNC(=O)c2ccc([N+](=O)[O-])c(C)c2)cc1
[19] Cc1ccccc1CS(=O)(=O)CCC(=O)NCCCN1CCOCC1
[20] CCC(C)C(=O)Nc1cc(Cl)ccc1C(=O)O (stereo unspecified)
entry no.	11	12	13	14	15	16	17	18	19	20
APJ ag	-4	1	-1	-1	-4	0	-2	-2	.	0
NR3A LBD binder	-1	4	1	-2	2	1	-3	-4	-2	-1
XBP1 UPR activ	4	2	-3	-2	2	-1	1	-5	7	0
Mdm2-MdmX inh	38	-6	6	-1	3	3	28	1	15	6
TIM10 inh	-2	3	-4	1	-4	5	4	-14	-12	2
tim23-1 inh	11	13	13	4	-5	6	0	26	-3	2
UPR CHOP act	0.3	1.7	1.4	0.4	-0.3	-0.7	-1.1	0.2	0.1	-0.7
tim10-1 inh	12	6	20	3	-18	16	8	-13	-22	-4
NALP3 yeast inh	0	1	9	19	-2	10	13	45	-9	-10

[21] O=[N+]([O-])c1ccc(CSc2ccccn2)cc1
[22] O=C(NC1CCCCC1)C(c1ccccn1)N(C(=O)c1csnn1)c1ccccc1 (stereo unspecified)
[23] O=C(CN1C2=NCCCN2c2ccccc21)c1ccc(Cl)cc1Cl
[24] C=Cn1nc(C)c2ccccc2c1=O
[25] CCOC(=O)c1c(C)n(C)c2ccc(OCC(O)Cn3c(C)nc4ccccc43)cc12 (stereo unspecified)
[26] CCC(Oc1cccc(Cl)c1)C(=O)N1CCCN(C)CC1 (stereo unspecified)
[27] O=C(c1cc(-c2ccc(F)cc2)on1)N1CCN(c2ccc(F)cc2)CC1
[28] Cc1cc(Cl)ccc1NC(=S)Nc1cccnc1
[29] Cc1cc(NC(=O)c2noc3c2CCCC3)no1
[30] CCNC(=O)c1cc2c(=O)n3cccc(C)c3nc2n(Cc2ccc(C)cc2)c1=N
entry no.	21	22	23	24	25	26	27	28	29	30
APJ ag	-2	-4	1	-2	6	0	0	-4	-3	-4
NR3A LBD binder	0	-2	-3	0	-3	-18	0	-1	1	0
XBP1 UPR activ	7	-2	2	2	5	-1	2	1	5	1
Mdm2-MdmX inh	-1	-2	34	22	25	6	-9	-14	-16	49
TIM10 inh	13	10	8	-4	20	8	-6	0	12	1
tim23-1 inh	8	1	24	17	25	16	13	22	-12	13
UPR CHOP act	3.7	-0.6	1.1	1.7	-0.7	1.1	0.4	0.7	4.9	-0.1
tim10-1 inh	-2	-18	14	5	22	4	17	17	9	6
NALP3 yeast inh	23	13	26	-6	11	17	28	4	9	11

[31] CCCN(CCC)CCNC(=O)CS(=O)Cc1nc(-c2ccc(C)cc2)oc1C (stereo unspecified)
[32] CCOP(=O)(OCC)C(NCc1ccccc1)c1ccc(Br)cc1 (stereo unspecified)
[33] CCOC(=O)C1CCCN(C(=O)c2cccc(S(=O)(=O)N(C)c3ccc(OC)cc3)c2)C1 (stereo unspecified)
[34] O=C(CN1CCN(c2ccc(O)cc2)CC1)NCC(=O)Nc1ccc(F)c(F)c1F
[35] CC(=O)N(CN1C(=O)C2CC=CCC2C1=O)c1cccc(Cl)c1 (stereo unspecified)
[36] O=C(NCc1cccc(C(F)(F)F)c1)C1CCC(=O)N(C2CCCCCC2)C1 (stereo unspecified)
[37] NS(=O)(=O)c1ccc(CCNC(=O)COC(=O)CCSc2ccc(Cl)cc2)cc1
[38] CC(=O)c1cnc2c(-c3ccccc3)c(C(F)(F)F)nn2c1C
[39] CC(C)N1CC2=C(OC(N)=C(C#N)C2c2cccnc2)/C(=C/c2cccnc2)C1 (stereo unspecified)
[40] Cc1ccccc1N1CCN(C(=S)c2ccc([N+](=O)[O-])cc2)CC1
entry no.	31	32	33	34	35	36	37	38	39	40
APJ ag	-1	-8	1	-2	-1	-4	2	-4	-3	0
NR3A LBD binder	0	0	0	-1	-1	-1	0	-1	-1	0
XBP1 UPR activ	1	0	1	0	-1	-6	-1	1	-1	0
Mdm2-MdmX inh	-13	-3	-14	12	46	-5	19	-2	19	9
TIM10 inh	20	26	10	0	9	-2	-8	-6	4	15
tim23-1 inh	-3	31	17	-10	14	11	2	24	8	40
UPR CHOP act	-1.0	-1.8	0.5	1.6	3.0	1.1	2.0	0.9	2.1	-1.1
tim10-1 inh	15	39	15	-9	11	14	5	-1	1	32
NALP3 yeast inh	-15	1	11	6	7	6	17	-18	26	-8

[41] CCCCCCCCn1c(N2CCN(c3cccc(Cl)c3)CC2)nc2c1c(=O)[nH]c(=O)n2C
[42] CCCCSc1nnc(-c2ccc(C)cc2)n1C
[43] O=C(NCCC1=CCCCC1)c1c(O)nc2sccn2c1=O
[44] COc1ccccc1NC(=O)COC(=O)C1CCCC1
[45] CSc1ccccc1NC(=O)c1ccc(C)o1
[46] O=C(COC(=O)COc1ccccc1)Nc1ccc(Br)cc1F
[47] Cc1c(N=C/C=C2\N(C)c3ccccc3C2(C)C)c(=O)n(-c2ccccc2)n1C
[48] CCCCCCCCS(=O)c1sc2nc3c(cc2c1N)CCCC3 (stereo unspecified)
[49] C=C(C)[C@@H]1CCC2(C(=O)O)CC[C@]3(C)[C@H](CC[C@@H]4[C@@]5(C)CCC(=O)C(C)(C)[C@@H]5CC[C@]43C)[C@@H]12 (stereo partly specified)
[50] O=S(=O)(NC1CCCCC1N1CCOCC1)c1ccc(Cl)cc1 (stereo unspecified)
entry no.	41	42	43	44	45	46	47	48	49	50
APJ ag	-4	-2	14	-5	-2	2	-1	-6	-1	-4
NR3A LBD binder	0	0	0	0	0	1	-1	-3	-1	-2
XBP1 UPR activ	1	4	6	0	-1	0	0	0	9	0
Mdm2-MdmX inh	9	-26	80*	20	-27	10	-10	18	36	2
TIM10 inh	7	-12	36	5	4	0	10	28	-9	17
tim23-1 inh	11	-13	75*	12	10	18	15	43	-13	18
UPR CHOP act	2.4	7.0	2.0	-0.2	1.7	-0.7	1.3	0.2	-0.9	-0.2
tim10-1 inh	6	4	42*	6	6	-2	9	42*	1	7
NALP3 yeast inh	8	15	67*	6	4	14	1	3	23	2

[51] Cn1c(=O)c2c(nc(N3CCN(c4ccccc4)CC3)n2CCCc2ccccc2)n(C)c1=O
[52] Cc1ccc(S(=O)(=O)Cc2sc3ccccc3[n+]2C)cc1
[53] COc1cc(C(=O)NCCOc2ccc(F)cc2)c(Br)c(OC)c1OC
[54] Cc1cccc(OCCOc2ccc(/C=N/NC(=O)Cc3nnc(N)s3)cc2)c1
[55] CC1(C)CC(=O)c2c(Cc3ccccc3)n[nH]c2C1
entry no.	51	52	53	54	55
APJ ag	1	4	2	4	-3
NR3A LBD binder	-1	2	0	.	0
XBP1 UPR activ	0	0	-2	-5	-3
Mdm2-MdmX inh	-1	1	11	24	5
TIM10 inh	18	17	-3	-26	7
tim23-1 inh	15	32	4	2	8
UPR CHOP act	-1.0	-1.0	-0.1	-0.8	-0.9
tim10-1 inh	29	31	24	-10	18
NALP3 yeast inh	24	33	3	14	6

In a second layout: 2 of the compounds above.
Each structure is followed by: APJ ag | NR3A LBD binder | XBP1 UPR activ | Mdm2-MdmX inh | TIM10 inh | tim23-1 inh | UPR CHOP act | tim10-1 inh | NALP3 yeast inh
39: CC(C)N1CC2=C(OC(N)=C(C#N)C2c2cccnc2)/C(=C/c2cccnc2)C1 (stereo unspecified)
  -3 | -1 | -1 | 19 | 4 | 8 | 2.1 | 1 | 26
40: Cc1ccccc1N1CCN(C(=S)c2ccc([N+](=O)[O-])cc2)CC1
  0 | 0 | 0 | 9 | 15 | 40 | -1.1 | 32 | -8

High-throughput results from PubChem.

Compounds were not picked by outcome; overall some 8.2% were active at least once.
